High-throughput results from PubChem BioAssay.
SIRT5 block = sirtuin-5 (human) deacylase inhibition; Q9NXA8; Purified SirT5, succinyl-peptide AMC, trypsin-coupled fluorescence; inhibition, % at 15 µM; hit rate 1.1% among 330,000; in the data active = inhibition above about 15%
Target sequence (Q9NXA8 whole entry, looked up): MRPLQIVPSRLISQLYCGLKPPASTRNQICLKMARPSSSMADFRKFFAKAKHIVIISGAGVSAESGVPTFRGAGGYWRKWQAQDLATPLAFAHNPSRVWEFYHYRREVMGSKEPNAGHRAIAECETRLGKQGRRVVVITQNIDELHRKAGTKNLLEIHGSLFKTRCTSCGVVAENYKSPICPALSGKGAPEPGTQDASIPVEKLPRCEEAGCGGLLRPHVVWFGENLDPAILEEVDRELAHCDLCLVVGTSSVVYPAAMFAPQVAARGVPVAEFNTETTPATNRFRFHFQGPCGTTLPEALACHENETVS
FN deposition inh = fibronectin deposition inhibition; AH1F fibroblasts, Alexa488-fibronectin deposition fluorescence, overnight; AID 743247; inhibition, % at 12.6 µM; hit rate 0.086% among 350,000;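 active = mean inhibition across replicates of 30% or more, regardless of how many single replicates reach that level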;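 note: positive control wells lacked labelled fibronectin entirely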
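Assay system: AH1F fibroblast monolayer, labelled fibronectin deposition. Amount: 10000 cells per well. Also added: labelled fibronectin 24 nM. Compound: single-point pinned compound. Incubation: cell attachment 1 h, compound and FN exposure overnight. Detection: fluorescence after three HBSS washes, excitation 485 nm, emission 525 nm. Read-out: inhibition of fibronectin deposition signal.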
S100A4 MyoIIA = inhibitors of human S100A4 binding to myosin IIA peptide; P26447; S100A4/TAMRA-MyoIIA peptide fluorescence polarization; inhibition, % at 10.7 µM; hit rate 0.14% among 360,000;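 active = mean inhibition of at least 70% across replicates, with every replicate also reaching that level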
Target sequence (P26447 whole entry, looked up): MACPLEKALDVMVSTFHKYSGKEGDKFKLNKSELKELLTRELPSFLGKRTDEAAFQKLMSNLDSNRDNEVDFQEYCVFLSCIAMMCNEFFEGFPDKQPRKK
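assay system = human S100A4 monomer with TAMRA-labelled myosin IIA peptide | also added = labelled myosin peptide probe, 5 nM | incubation = 5 min between mix addition and reading | control set = DMSO and TFP controls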
Statin myotox sup = suppression of simvastatin myotoxicity | C2C12 myotubes + simvastatin, ATP luminescence, 48 h; scaled: DMSO 0, geranylgeraniol control 100 | rescue of ATP level, % at 7.49 µM | hit rate 0.78% among 330,000;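 active = mean ATP rescue above about 67%, or every replicate alone reaching that limit, limit read from the data, passing the limit was not always enough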;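 note: myotubes were challenged with 10 µM simvastatin during compound exposure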
LGR2 inh = inhibitors of bursicon-induced Drosophila LGR2 receptor cAMP signaling; HEK293 LGR2, CRE-luciferase, bursicon-stimulated, 4 h; hit rate 0.35% among 380,000; inhibition, % at 9.99 µM; AID 720647;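 active = drop in luminescence signal, shown as inhibition above about 50% in the replicate tests, limit read from the data, passing the limit was not always enough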;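 note: agonist challenge used bursicon conditioned medium at about half maximal strength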
CASP6 VEID inh = blocks human caspase-6 cleavage activity; purified caspase-6, Z-VEID-R110 cleavage fluorescence; P55212; hit rate 0.53% among 350,000; AID 686996; inhibition, % at 12.5 µM;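 active = mean inhibition across replicates at least about 35%, with every replicate also reaching that limit, limit read from the data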;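 note: 0% = median of neutral control wells and 100% = no fluorescence left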
Target sequence (P55212 24-179 limits assumed): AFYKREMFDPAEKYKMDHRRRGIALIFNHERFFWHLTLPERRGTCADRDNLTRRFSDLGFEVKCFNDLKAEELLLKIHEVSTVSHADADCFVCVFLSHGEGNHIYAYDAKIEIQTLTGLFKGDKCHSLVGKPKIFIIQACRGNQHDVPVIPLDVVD
Target sequence (P55212 194-293 limits assumed): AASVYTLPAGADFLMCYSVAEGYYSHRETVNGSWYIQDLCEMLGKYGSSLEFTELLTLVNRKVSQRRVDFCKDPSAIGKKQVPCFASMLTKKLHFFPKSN
esBAF inh = blocks esBAF chromatin remodeling in mouse ES cells. Bmi1-luciferase knock-in reporter, 24 h; 100% = twice the neutral-well signal. hit rate 2% among 350,000. reporter increase, % at 12.5 µM. AID 602393; in the data active = activation above about 40%;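 note: 0% = median of the plate's neutral control wells and 100% = double that signal; a rise in the Bmi1 reporter signal indicates esBAF inhibition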
An asterisk follows results filed as active; x = no result given. An excerpt; rates above refer to the full screens.

#1 CCOc1cc(/C=N/NC(=O)c2ccc(-c3csc(Nc4ccc(C)cc4)n3)cc2)ccc1OCC(=O)O
#2 Cc1ccc(CNC(=O)C2CCC(=O)N(CCCN3CCOCC3)C2)cc1 (configuration not stated)
#3 CCOc1ccc(S(=O)(=O)n2ccc(C)n2)cc1
#4 COc1ccc2c3c([nH]c2c1)[C@@H](CO)N(C(C)=O)CC31CN(S(=O)(=O)c2cccs2)C1
#5 Cc1cc(C)c(-n2[nH]nnc2=S)c(C)c1
#6 COc1cccc(-c2ccc([C@H]3[C@H]4CN(C(=O)CN5CCOCC5)CC(=O)N4[C@H]3CO)cc2)c1
#7 COc1ccc2nc(Cl)cc(Cl)c2c1
#8 CC12CCC(C(=O)N(CCCN3CCN(Cc4ccccc4)CC3)C1=O)C2(C)C (configuration not stated)

entry no.,1,2,3,4,5,6,7,8
SIRT5 block,1.8,-3.3,-2.5,2.1,2.4,0.3,-9.4,-2.4
FN deposition inh,-6.8,3.0,-2.0,6.4,7.6,x,8.4,-0.2
S100A4 MyoIIA,0.3,-5.6,0.0,37.3,-4.7,-1.7,-22.3,-5.7
Statin myotox sup,x,x,-5.6,x,-0.3,x,2.2,2.0
LGR2 inh,-12.9,5.3,-10.9,-6.6,-8.2,1.0,-5.2,23.6
CASP6 VEID inh,50.3*,-3.0,-1.1,1.7,3.7,-0.5,-0.3,-11.0
esBAF inh,x,x,-6.1,x,-4.1,x,2.7,-3.9

Three compounds already listed, sorted by their value in CASP6 VEID inh, descending:
| item | canonical_smiles | CASP6 VEID inh |
| --- | --- | --- |
| 1 | CCOc1cc(/C=N/NC(=O)c2ccc(-c3csc(Nc4ccc(C)cc4)n3)cc2)ccc1OCC(=O)O | 50.3* |
| 5 | Cc1cc(C)c(-n2[nH]nnc2=S)c(C)c1 | 3.7 |
| 4 | COc1ccc2c3c([nH]c2c1)[C@@H](CO)N(C(C)=O)CC31CN(S(=O)(=O)c2cccs2)C1 | 1.7 |

(further entries)
#9 CC1(C(=O)Nc2ccc3c(c2)OCCO3)CCN1Cc1ccc(-c2ccccn2)cc1 (configuration not stated)
#10 O=C(C[C@H]1CC[C@@H]2[C@H](COC[C@H](O)CN2S(=O)(=O)c2ccccc2)O1)Nc1ccccc1
#11 CCOc1ccc(N2CC(C(=O)NCc3ccc(F)cc3)CC2=O)cc1 (configuration not stated)
#12 COc1ccc(NC(=O)Nc2cccc3c2O[C@@H](CN(C)S(=O)(=O)c2ccc(OC)cc2)[C@H](C)CN([C@H](C)CO)C3=O)cc1
#13 CCCC(=O)c1ccc(OCc2cn(CC(=O)c3ccc(O)cc3)nn2)cc1
#14 C[C@@H]1CN([C@H](C)CO)C(=O)c2cc(-c3cccnc3)cnc2O[C@@H]1CN(C)C(=O)Nc1ccc(C(F)(F)F)cc1
#15 O=C(c1ccccc1C(F)(F)F)N1CCN(S(=O)(=O)c2ccccc2)CC1
#16 Cc1cc(C)n2c(SCC(=O)NC3CCCCC3C)nnc2n1 (configuration not stated)

entry no.,9,10,11,12,13,14,15,16
SIRT5 block,x,-2.1,x,0.7,4.0,-1.0,x,0.9
FN deposition inh,-6.7,3.0,-2.3,x,-7.8,3.9,-13.5,x
S100A4 MyoIIA,-3.3,11.6,x,-3.6,-0.8,-1.8,x,2.0
Statin myotox sup,8.7,-9.0,10.3,26.4,-1.0,-3.6,12.8,1.9
LGR2 inh,4.5,5.7,-3.1,3.3,1.9,12.4,x,-15.0
CASP6 VEID inh,-0.5,0.2,x,-3.1,8.1,-4.2,x,-1.2
esBAF inh,3.8,-5.4,-2.9,-0.8,10.0,-1.3,2.0,4.5

#17 COc1ccc(S(=O)(=O)N(C)C[C@H]2Oc3ccc(NC(=O)CCC(F)(F)F)cc3CC(=O)N([C@H](C)CO)C[C@H]2C)cc1
#18 CN(C)CC(=O)N1[C@@H](CO)[C@@H](c2ccccc2)C12CN(C(=O)c1ccccc1)C2
#19 Cn1c(N)c(C(=O)CSc2nc(C3CC3)n(-c3ccccc3)n2)c(=O)n(C)c1=O
#20 COc1ccccc1/C=N/NC(=O)CSc1ccc2ccccc2n1
#21 O=S(=O)(NCC1CC1)c1ccc(F)c(Cl)c1
#22 COc1ccccc1OCCNC(=O)c1ccccc1C
#23 CCOC(=O)C1=C(C)N=c2s/c(=C\c3ccc(C(=O)O)cc3)c(=O)n2C1c1ccc(OC)cc1OC (configuration not stated)
#24 COc1ccc(/C=N/NC(=O)CCCCCNC(=O)c2ccccc2)cc1

entry no.,17,18,19,20,21,22,23,24
SIRT5 block,-4.4,-3.3,-2.9,-3.0,1.3,x,4.1,-0.6
FN deposition inh,x,x,-1.0,10.5,-4.1,-11.2,2.7,-13.5
S100A4 MyoIIA,-1.7,41.1,-2.5,0.1,-4.8,x,2.5,2.0
Statin myotox sup,-7.0,x,0.1,-3.7,0.5,5.2,-0.4,x
LGR2 inh,-43.5,3.3,-1.4,-14.3,-0.3,x,16.4,-8.3
CASP6 VEID inh,0.5,1.5,3.5,0.3,2.2,x,5.8,2.4
esBAF inh,-3.4,x,2.2,14.6,1.6,17.1,5.7,x

#25 COC(C(=O)NNC(=O)CCc1ccccc1)c1ccccc1 (configuration not stated)
#26 O=C(C[C@H]1CC[C@@H](NC(=O)C2CCOCC2)[C@@H](CO)O1)Nc1nccs1
#27 O=C(c1ccccc1)N1CC[C@@H]2[C@@H](CO)Nc3ccc(C#Cc4cccc(F)c4)cc3[C@@H]21
#28 CN1CCN(C(=O)C[C@H]2CC[C@H](NC(=O)Cc3ccccn3)[C@H](CO)O2)CC1
#29 COc1ccc(C2/C=C\CN(CC(C)(C)C)CC(=O)N2Cc2ccc(F)cc2)cc1 (configuration not stated)
#30 CCOC(=O)c1ccc(N/N=C/c2cc(Br)cc([N+](=O)[O-])c2O)cc1
#31 CC(=O)NC(c1ccc(F)c(F)c1)c1nc(-c2ccc(F)c(Cl)c2)cs1 (configuration not stated)
#32 COc1ccccc1OCC(=O)NCC1CCCN(Cc2cnn(C)c2C)C1 (configuration not stated)

entry no.,25,26,27,28,29,30,31,32
SIRT5 block,x,0.6,x,0.7,0.5,-2.1,x,-2.0
FN deposition inh,x,-3.6,-0.9,-11.4,-5.6,-8.2,0.9,2.8
S100A4 MyoIIA,6.6,1.4,x,-15.8,-2.6,-0.8,0.0,-2.9
Statin myotox sup,x,-9.5,-8.2,11.3,-18.3,-15.4,17.5,8.4
LGR2 inh,-16.0,-3.9,-10.1,7.2,-23.6,-7.5,x,5.8
CASP6 VEID inh,-0.5,2.8,x,-8.6,-0.6,0.5,0.7,-7.2
esBAF inh,x,-6.3,2.7,0.5,-2.6,-8.0,-1.0,2.9

Looked up one by one from above (4):
#28 CN1CCN(C(=O)C[C@H]2CC[C@H](NC(=O)Cc3ccccn3)[C@H](CO)O2)CC1
#26 O=C(C[C@H]1CC[C@@H](NC(=O)C2CCOCC2)[C@@H](CO)O1)Nc1nccs1
#30 CCOC(=O)c1ccc(N/N=C/c2cc(Br)cc([N+](=O)[O-])c2O)cc1
#32 COc1ccccc1OCC(=O)NCC1CCCN(Cc2cnn(C)c2C)C1 (configuration not stated)

entry no.,28,26,30,32
SIRT5 block,0.7,0.6,-2.1,-2.0
FN deposition inh,-11.4,-3.6,-8.2,2.8
S100A4 MyoIIA,-15.8,1.4,-0.8,-2.9
Statin myotox sup,11.3,-9.5,-15.4,8.4
LGR2 inh,7.2,-3.9,-7.5,5.8
CASP6 VEID inh,-8.6,2.8,0.5,-7.2
esBAF inh,0.5,-6.3,-8.0,2.9

(list continues)
#33 Cc1nnc(SCC(=O)Nc2ccccc2)n1CCc1ccccc1
#34 Cc1noc(C)c1NC(=O)Nc1cccc2c1O[C@H](CN(C)C(=O)NC1CCCCC1)[C@H](C)CN([C@@H](C)CO)C2=O
#35 COCCn1c(SCC(=O)N2CC(C)OC(C)C2)nc2c([nH]c3ccccc32)c1=O (configuration not stated)
#36 COc1ccc2c3c([nH]c2c1)[C@@H](CO)N(S(C)(=O)=O)CC31CN(C(=O)Nc2ccccc2)C1
#37 O=C(Nc1ccc2c(c1)CCC2)c1ccccc1Br
#38 CCc1n[nH]c(=S)n1/N=C/c1ccc(-c2ccc(Br)cc2)o1
#39 C[C@H](CO)N1C[C@H](C)[C@@H](CN(C)Cc2ccc(Oc3ccccc3)cc2)Oc2ccc(NC(=O)Nc3ccc(C(F)(F)F)cc3)cc2CC1=O
#40 COc1ccc(OCc2nc(-c3ccc(F)c(F)c3)cs2)cc1

entry no.,33,34,35,36,37,38,39,40
SIRT5 block,-3.0,3.3,-1.1,-2.5,-2.0,-2.0,x,-4.4
FN deposition inh,x,3.3,-0.6,x,-11.4,-6.5,x,-0.8
S100A4 MyoIIA,-3.7,7.3,0.8,-4.6,-6.1,3.2,x,2.9
Statin myotox sup,4.2,12.9,x,x,x,x,48.6,0.2
LGR2 inh,6.8,32.1,-6.9,0.5,-93.9,x,36.2,0.6
CASP6 VEID inh,4.0,0.1,-1.0,1.6,-1.5,3.3,x,2.6
esBAF inh,4.6,2.6,x,x,x,x,-9.0,8.7

#41 CO[C@H]1CN(C)C(=O)c2cc(NC(=O)C3CC3)ccc2OC[C@H](C)N(C(=O)CN(C)C)C[C@H]1C
#42 CC(C)NC(=O)N(C)C[C@@H]1Oc2ncc(C#CCc3ccccc3)cc2C(=O)N([C@H](C)CO)C[C@H]1C
#43 C/C(=N\N1CCN(Cc2ccccc2Cl)CC1)c1ccc([N+](=O)[O-])cc1
#44 C[C@H](CO)N1C[C@H](C)[C@@H](CN(C)C(=O)NC2CCCC2)Oc2cc(C#Cc3ccc(F)cc3)ccc2S1(=O)=O
#45 CC(C)(C)NC(=O)C(c1ccnc2ccccc12)n1c(=O)c(-c2ccccc2)nc2ccccc21 (configuration not stated)
#46 CC1(C(=O)NC2CCCCCC2)CCC(=O)N1Cc1ccc2c(c1)OCO2 (configuration not stated)
#47 CC(C)C[C@@H](CO)NS(=O)(=O)c1cc(Cl)ccc1F
#48 CN(C)c1cccc(C(=O)NNC(=O)/C=C/c2cccs2)c1

entry no.,41,42,43,44,45,46,47,48
SIRT5 block,0.2,2.5,-1.1,2.2,-2.7,x,2.5,0.6
FN deposition inh,3.1,-15.0,7.7,3.6,-2.9,7.3,-6.2,-3.9
S100A4 MyoIIA,99.6*,-2.3,3.0,-2.5,-4.5,x,-0.4,-4.6
Statin myotox sup,-10.4,2.4,x,21.8,x,0.6,19.0,-4.1
LGR2 inh,-1.7,-4.0,5.4,-7.3,-26.5,x,-24.8,-0.3
CASP6 VEID inh,-0.9,0.0,5.6,-0.4,-1.1,x,-1.8,-2.5
esBAF inh,-3.1,4.9,x,-2.9,x,7.6,8.5,4.7

#49 CCC(C(=O)Nc1c(C)cccc1C)n1c(-c2cnc(C)cn2)nc2ccccc21 (configuration not stated)
#50 C[C@@H]1CN([C@@H](C)CO)C(=O)c2cc(NC(=O)C3CCCCC3)ccc2O[C@@H](C)CCCCO[C@H]1CN(C)C(=O)Nc1cccc2ccccc12
#51 O=C(Cc1ccccc1)Nc1ccc(NC(=S)NC(=O)c2ccccc2)cc1
#52 COc1cc(NC(=O)c2cccc(C)c2)c(OC)cc1NC(=O)CN1CCOCC1
#53 CCC(=O)N1CCC2(CC1)Oc1ccc(Cl)cc1C(=O)C21CC(c2ccc(Cl)cc2)=NO1 (configuration not stated)
#54 O=S(=O)(c1ccccc1F)N1CCCCN2[C@H](C1)[C@H](c1ccc(-c3cncnc3)cc1)[C@@H]2CO

entry no.,49,50,51,52,53,54
SIRT5 block,5.4,9.8,-3.9,-0.3,x,x
FN deposition inh,-3.3,x,x,-6.1,-4.2,x
S100A4 MyoIIA,6.1,9.0,-10.5,3.7,-0.5,x
Statin myotox sup,x,x,11.7,x,0.3,-42.1
LGR2 inh,13.0,30.4,-8.1,-18.1,-3.4,-13.2
CASP6 VEID inh,1.0,0.2,4.4,0.5,4.9,x
esBAF inh,x,-12.8,-3.1,x,-4.7,5.5
